# Screens as filed in PubChem BioAssay.
# TSG101-PTAP inh: inhibitors of HIV-1 PTAP binding to human TSG101, validation; Q99816; Fluorescence polarization, FITC-PTAP peptide/Tsg101, 20 min; Potency, µM (doses to about 115 µM), for the others: top-dose activity change, negative = inhibition, actives largely listed as inhibitors; 44,000 tested, under 10 active; AID 1347069; note: potency is the fitted concentration of half-maximal effect; 0% is about no effect
# Target sequence (Q99816 whole entry, looked up): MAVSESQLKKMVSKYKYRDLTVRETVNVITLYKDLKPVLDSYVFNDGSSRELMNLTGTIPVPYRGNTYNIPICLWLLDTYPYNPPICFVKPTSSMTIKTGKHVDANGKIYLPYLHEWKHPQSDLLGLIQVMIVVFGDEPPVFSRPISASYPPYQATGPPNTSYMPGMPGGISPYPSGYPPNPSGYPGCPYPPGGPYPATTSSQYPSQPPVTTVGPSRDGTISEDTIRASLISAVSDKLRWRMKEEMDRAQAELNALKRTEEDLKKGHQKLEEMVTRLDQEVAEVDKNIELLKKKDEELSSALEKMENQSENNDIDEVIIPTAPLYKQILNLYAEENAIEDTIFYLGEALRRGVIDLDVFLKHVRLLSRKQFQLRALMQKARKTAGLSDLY
#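 qHTS FP binding, 20 min r.t.: 10 uM Tsg101 domain + 50 nM FITC-PTAP peptide, pH 7.5 HEPES buffer with TCEP and EDTA.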
# FH mod: Identification of activators of human fumarate hydratase by quantitative high-throughput screening; AID 1347055, 2019; FH coupled MDH/diaphorase resazurin fluorescence, 15 min; Fumarate hydratase, mitochondrial (Homo sapiens), P07954; Potency, µM (doses to about 79.9 µM), for the others: at the highest dose activity change, negative = inhibition, actives largely listed as inhibitors; actives 0.22% (n = 54,000); note: potency is the fitted concentration of half-maximal effect; % is set by controls: 0 for no effect and ±100 for the full control effect; the screen sought activators but most active calls are inhibition curves; nearly all actives have a fitted effect of over 45% in size
# p53null 32C tox: kills p53 null cells at the permissive temperature; actives 0.62% (n = 55,000); Potency, µM (top dose mostly 46.1 µM), for the others: at the top dose activity change, negative = cytotoxicity, hits mostly cytotoxic; H1299-neo p53 null cells, ATP luminescence, 24 h, 32C; AID 903;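 note: potency is the fitted concentration of half-maximal effect; 0% = DMSO only and -100% = full killing by 100 µM tamoxifen; nearly all actives have a fitted effect of over 55% in size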
#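 ATP-content luminescence in p53-null H1299-neo cells after 24 h compound exposure (up to 46 uM) at 32C permissive temperature; 0% and 100% killing set by DMSO and 100 uM tamoxifen; Hill-equation AC50.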
# GALK inh: inhibitors of human galactokinase (GALK). recombinant GALK, Kinase-Glo ATP luminescence, 1 h. Potency, µM (series often up to 57.5 µM), for inactives: at the highest dose activity, negative = inhibition, usual class: inhibitors. 44,000 tested, under 10 active. AID 1347072;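 note: plate controls were full GALK reaction for no effect and reaction lacking GALK for full effect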
#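 Luminescent ATP-depletion readout (Kinase-Glo Plus, 10 min) after 1 h RT reaction of 5 nM GALK, 35 uM ATP, 100 uM galactose, pH 8.0 HEPES buffer. Decreased kinase activity scored as inhibition.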
# NTMT1 inhibitor: NTMT1 methyltransferase inhibition | Q9BV86 | Potency, µM (series often up to 114 µM), for inactives: at the highest dose activity change, negative = inhibition, usual class: inhibitors | NTMT1 MTase-Glo SAH luminescence, purified enzyme | actives 2.5% (n = 59,000) | AID 1645870;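 note: potency is the fitted concentration of half-maximal effect; plate controls were DMSO vehicle for no effect and no enzyme for full effect; nearly all actives have a fitted effect of over 65% in size; many of its hits are not listed in these tables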
# Target sequence (Q9BV86 whole entry, looked up): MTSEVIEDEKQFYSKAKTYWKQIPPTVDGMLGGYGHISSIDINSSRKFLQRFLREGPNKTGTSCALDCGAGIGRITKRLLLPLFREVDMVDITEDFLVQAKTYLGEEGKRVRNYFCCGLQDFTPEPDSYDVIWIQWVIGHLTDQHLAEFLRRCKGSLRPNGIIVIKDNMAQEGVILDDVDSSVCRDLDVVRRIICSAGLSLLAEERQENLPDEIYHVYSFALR
# B2AR arrestin ag: ADRB2 beta-arrestin recruitment | HTLA Tango cells, beta-arrestin recruitment, luciferase luminescence, 18 h | Potency, µM (series often up to 46.1 µM), for inactives: at the highest dose activation, actives largely listed as activators | 44,000 tested, under 10 active | AID 1347077;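 note: potency is the fitted concentration of half-maximal effect; 0% = DMSO and full agonism = EC100 isoproterenol or metaproterenol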
# Target sequence (P07550 whole entry, looked up): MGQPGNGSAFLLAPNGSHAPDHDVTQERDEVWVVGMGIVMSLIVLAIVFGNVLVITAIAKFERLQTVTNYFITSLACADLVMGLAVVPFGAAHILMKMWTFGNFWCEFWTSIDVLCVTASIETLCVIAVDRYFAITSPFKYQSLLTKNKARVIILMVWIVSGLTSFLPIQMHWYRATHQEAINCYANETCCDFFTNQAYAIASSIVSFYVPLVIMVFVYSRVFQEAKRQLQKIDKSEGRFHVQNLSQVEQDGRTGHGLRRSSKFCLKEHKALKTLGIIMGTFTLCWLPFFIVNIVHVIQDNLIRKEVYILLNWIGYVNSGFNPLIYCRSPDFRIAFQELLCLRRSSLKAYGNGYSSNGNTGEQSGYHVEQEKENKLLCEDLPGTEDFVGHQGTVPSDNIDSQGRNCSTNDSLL
#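 First, Tango cells carrying beta2-AR and beta-arrestin fusions received compound up to 46 microM. After 18 hr at 37 degrees C, luciferase substrate was added for 15 minutes, then luminescence gave %Activity for curve fitting.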
# p53null 39C tox: selectivity test: cytotoxicity in p53 null cells, nonpermissive temperature. H1299 p53-null (neo) cells, 39C, ATPlite viability, 24 h. Potency, µM (top dose mostly 46.1 µM), for the others: at the highest dose activity, negative = cell killing, hits mostly cytotoxic. actives 0.97% (n = 55,000). AID 904;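 note: potency is the fitted concentration of half-maximal effect; 0% = DMSO only and -100% = full killing by 100 µM tamoxifen; nearly all actives have a fitted effect of over 50% in size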
#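 Concentration-response (up to 46 uM) was run for 24 h at the nonpermissive 39C on H1299-p53A138V or H1299-neo cells. ATP content was measured with ATPlite luminescence. AC50 values were Hill-modeled after normalizing between DMSO and 100 uM tamoxifen killing.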
# Active calls of the source: *; ? = inconclusive; . = no result given; [ ] = remark or other dose. Calls come from the whole dose curve; as a rule, active = well fitted curve in the direction sought with a large enough effect; inconclusive = small, poorly fitted or top-dose-only effect, or another doubt; inactive = no such curve, though single readings can be large; an effect the other way counts as inactive or inconclusive. This is a subset (hit frequency here may not be typical).
1: Cc1ccc2nc(N(Cc3cccnc3)C(=O)COc3ccccc3)sc2c1
2: Clc1ccccc1CSc1nncn2c1cc1occc12
3: CCC(C(=O)NCCc1ccccc1)n1nc(C)n2c(cc3sccc32)c1=O (stereo not drawn)
4: CCc1cccc2c(-c3ccccc3)nc(SCC(=O)Nc3ccccc3)nc12
5: COc1ccc(CNC(=O)c2ccc3c(c2)CCN3S(=O)(=O)c2ccccc2)cc1
assay / entry | 1 | 2 | 3 | 4 | 5
TSG101-PTAP inh | -5% | 0% | 1% | 0% | 1%
FH mod | 3% | -2% | 6% | -7% | -17%
p53null 32C tox | ? | -5% | 5% | 7% | -4%
GALK inh | 1% | 0% | 0% | 7% | 4%
NTMT1 inhibitor | 9% | -12% | 2% | -1% | 16%
B2AR arrestin ag | -3% | 1% | -2% | -1% | 0%
p53null 39C tox | 20% | -28% | -15% | -5% | -15%

6: CCCCC(=O)Nc1cc(-c2nc3ccccc3o2)ccc1OC
7: CCOC(=O)c1c(C)[nH]c(CCC(=O)NCc2ccc(CC)cc2)c1C
8: CCC(Sc1ncccc1C(=O)Oc1ccccc1Cl)C(=O)Nc1ccccc1OC (stereo not drawn)
9: Cc1ccc(C)c(N2CCN(C(=O)Cn3ncc4ccsc4c3=O)CC2)c1
10: Cc1ccccc1CNC(=O)CN1C(=O)CCCc2ccccc21
assay / entry | 6 | 7 | 8 | 9 | 10
TSG101-PTAP inh | 0% | 0% | 0% | 7% | 4%
FH mod | -8% | -7% | -7% | -1% | ?
p53null 32C tox | 1% | 12% | -12% | 15% | -8%
GALK inh | -1% | 0% | 2% | 3% | -7%
NTMT1 inhibitor | 3% | 0% | ? | 4% | 11%
B2AR arrestin ag | -1% | 1% | 0% | 0% | 1%
p53null 39C tox | -27% | -13% | 7% | 33%[activator] | -8%

11: CCOc1ccc(C(=O)c2cn(Cc3ccccc3OC)c3ccc(F)cc3c2=O)cc1
12: O=C(c1ccc2c(c1)CCN2S(=O)(=O)c1ccccc1)N1CCN(c2cccc(Cl)c2)CC1
13: COc1cc(OC)cc(-c2cc3nc(C)c(CCC(=O)Nc4ccc(F)c(Cl)c4)c(C)n3n2)c1
14: O=C(CN1C(=O)C2(SCC(=O)N2c2ccccc2)c2ccccc21)NCc1ccccc1 (stereo not drawn)
15: O=C(CNS(=O)(=O)c1ccc(Br)s1)N1CCN(c2ccc(F)cc2)CC1
assay / entry | 11 | 12 | 13 | 14 | 15
TSG101-PTAP inh | 0% | -2% | -5% | -1% | -2%
FH mod | -12% | -20% | -11% | -10% | -3%
p53null 32C tox | -2% | 5% | 4% | -3% | 0%
GALK inh | 10% | 8% | 1% | -1% | -14%
NTMT1 inhibitor | 0% | 4% | -16% | 89µM* | 1%
B2AR arrestin ag | -2% | -2% | 0% | 2% | 1%
p53null 39C tox | -2% | -15% | -31% | 17% | -8%

16: COc1ccc(-c2cc(C(F)(F)F)nc(SCC(=O)NCc3ccc(Cl)cc3)n2)cc1
17: CN(C(=O)c1ccc2c(c1)N(Cc1ccc(F)cc1)C(=O)c1ccccc1S2(=O)=O)C1CCCCC1
18: COc1ccccc1CNC(=O)C(CC(C)C)NS(=O)(=O)c1ccc2c(c1)oc(=O)n2C (stereo not drawn)
19: Cc1cc(C)cc(Oc2coc3cc(OCC(=O)NC4CCCCC4)ccc3c2=O)c1
20: COC(=O)c1ccc(CSc2c(C(C)C)cnc3c2c(=O)n(C)c(=O)n3C)cc1
assay / entry | 16 | 17 | 18 | 19 | 20
TSG101-PTAP inh | -1% | 0% | -2% | -3% | 0%
FH mod | 4% | -20% | -11% | 1% | -16%
p53null 32C tox | 2% | -3% | 5% | -1% | -2%
GALK inh | 3% | 0% | 9% | 0% | -2%
NTMT1 inhibitor | 2% | -4% | 31%[activator] | 6% | ?
B2AR arrestin ag | 0% | 1% | -2% | 0% | -1%
p53null 39C tox | 13% | 13% | -6% | 31%[activator] | 2%

21: CCOc1ccc(C2C(C(N)=O)=C(C)Nc3nc(SCc4ccccc4)nn32)cc1 (stereo not drawn)
22: COc1ccc(NC(=O)CSC2=Nc3ccccc3C3=NC(CC(=O)NCc4ccc5c(c4)OCO5)C(=O)N23)cc1 (stereo not drawn)
23: CCN(CC)CCCNC(=O)CSc1c2c(nc3cc(Cl)ccc13)CCCC2
24: CCOC(=O)c1cccc(NC(=O)CC2C(=O)N(c3ccc(OC)cc3)C(=O)N2C2CCCC2)c1 (stereo not drawn)
25: O=C(Cn1ncc2c3ccccc3n(Cc3ccccc3)c2c1=O)N1CCCCCC1
assay / entry | 21 | 22 | 23 | 24 | 25
TSG101-PTAP inh | -4% | -12% | -3% | 2% | -3%
FH mod | 5% | -20% | -23% | . | -17%
p53null 32C tox | -3% | -8% | 37%[activator] | -7% | 3%
GALK inh | -2% | 1% | -17% | 0% | -2%
NTMT1 inhibitor | -1% | -2% | ? | . | 6%
B2AR arrestin ag | 0% | 0% | 0% | 1% | -1%
p53null 39C tox | -3% | 15% | 13µM* | 0% | -12%

26: Cc1ccc2c(c1)NC(=O)C(CC(=O)Nc1ccccc1Cl)O2 (stereo not drawn)
27: Cn1c(SCc2ccccc2F)nc2c([nH]c3ccccc32)c1=O
28: O=C(CCCCn1c(=O)c2ccccc2n(Cc2ccccc2F)c1=O)NCc1ccccc1Cl
29: O=C(c1ccc(F)cc1)N1CCC(c2nc(-c3ccc(S(=O)(=O)N4CCCC4)cc3)no2)CC1
30: Cc1ccc(S(=O)(=O)c2nnn3c2nc(N2CCN(c4ccc(F)cc4)CC2)c2cc(Cl)ccc23)cc1C
assay / entry | 26 | 27 | 28 | 29 | 30
TSG101-PTAP inh | -1% | -1% | -3% | -1% | -7%
FH mod | 5% | -16% | -4% | -7% | -5%
p53null 32C tox | -1% | -1% | 18% | -8% | -10%
GALK inh | 2% | -2% | 0% | 7% | 6%
NTMT1 inhibitor | 2% | 10% | 2% | 4% | -1%
B2AR arrestin ag | 1% | 1% | 1% | -1% | 0%
p53null 39C tox | -19% | -10% | -5% | -19% | ?

31: O=C(CSCc1nc2cccnc2n1C1CCCCC1)NCc1cccc(Br)c1
32: CCC(=O)N1c2ccccc2CC1C(=O)N1CCN(c2ccccc2F)CC1 (stereo not drawn)
33: CC(=O)Nc1ccc(S(=O)(=O)NCc2cccn2Cc2cccc(C)c2)cc1
34: CCCCN(CC)CCCNC(=O)c1cc2c(-c3ccc(OC)c(OC)c3)nn(C)c2s1
35: Cc1ccc(Nc2c(-c3ccc(O)cc3)nc3cccc(C)n23)cc1
assay / entry | 31 | 32 | 33 | 34 | 35
TSG101-PTAP inh | -1% | -2% | 0% | -5% | 0%
FH mod | -27% | 18% | -15% | -9% | -6%
p53null 32C tox | -1% | 4% | 3% | -1% | 10%
GALK inh | -1% | -1% | 1% | 8% | 2%
NTMT1 inhibitor | 10% | ? | -2% | ? | ?
B2AR arrestin ag | 0% | 0% | 6% | 1% | -2%
p53null 39C tox | 4% | -6% | 4% | 3% | ?

36: CC(C)(C)OC(=O)N1CCC(c2c(C(=O)NCCCN3CCc4ccccc4C3)cnn2-c2ccccc2)CC1
37: CSc1ccc(CCNC(=O)c2ccc(CS(=O)(=O)c3ccc(Br)cc3)o2)cc1
38: COC(=O)c1cc(S(=O)(=O)N2CCN(c3cccc(C)c3)C(C)C2)cn1C (stereo not drawn)
39: Cc1ccc(-n2nc(CO)c(C(=O)NCCC(C)C)n2)cc1C
40: CCCn1c(=O)c2sccc2n2c(CCCC(=O)N3CCN(c4ccccc4OC)CC3)nnc12
assay / entry | 36 | 37 | 38 | 39 | 40
TSG101-PTAP inh | -5% | -2% | 2% | -4% | 3%
FH mod | -19% | -18% | -19% | -8% | -11%
p53null 32C tox | 10% | 4% | -10% | -11% | -8%
GALK inh | -2% | 0% | -2% | 2% | 5%
NTMT1 inhibitor | 20% | ? | 1% | 2% | -10%
B2AR arrestin ag | 0% | -2% | -1% | -1% | 3%
p53null 39C tox | -7% | 16% | 13µM* | -27% | -4%

41: Cc1c(NC(=O)Nc2ccc(C#N)cc2)c(=O)n(-c2ccccc2)n1C
42: CCc1ccc(S(=O)(=O)Nc2cccc(-c3ccc(OC)nn3)c2)s1
43: Cc1ccccc1NC(=O)c1c(NC(=O)c2ccccc2)sc2c1CCC2
44: CC(=O)c1ccc(Nc2nc3c(S(=O)(=O)c4ccccc4)nnn3c3ccc(Cl)cc23)cc1
45: O=C1CCc2cc(S(=O)(=O)NCc3ccc(F)cc3)cc3c2N1CC3
46: CC(C)(C)OC(=O)N1CCC(c2c(C(=O)N3CCN(c4ccc(Cl)cc4)CC3)cnn2-c2ccc(F)cc2F)CC1
47: Cc1nc2c(C(=O)NCc3ccccc3Cl)cnn2c(C)c1Cc1ccccc1
assay / entry | 41 | 42 | 43 | 44 | 45 | 46 | 47
TSG101-PTAP inh | -3% | -4% | 4% | 0% | -11% | -3% | 1%
FH mod | 4% | -3% | -11% | 1% | -6% | -19% | ?
p53null 32C tox | 1% | 2% | -2% | 1% | 3% | 14% | -1%
GALK inh | 2% | 1% | 1% | -2% | -3% | 1% | -2%
NTMT1 inhibitor | 8% | 9% | 7% | -26% | 5% | -4% | -1%
B2AR arrestin ag | 1% | 0% | 0% | 1% | 1% | 1% | 1%
p53null 39C tox | -17% | -1% | 1% | -4% | 6% | 25% | 39%[activator]

# Structural class, the entries above containing a thiophene ring, fused or not.
3: CCC(C(=O)NCCc1ccccc1)n1nc(C)n2c(cc3sccc32)c1=O (stereo not drawn)
9: Cc1ccc(C)c(N2CCN(C(=O)Cn3ncc4ccsc4c3=O)CC2)c1
15: O=C(CNS(=O)(=O)c1ccc(Br)s1)N1CCN(c2ccc(F)cc2)CC1
34: CCCCN(CC)CCCNC(=O)c1cc2c(-c3ccc(OC)c(OC)c3)nn(C)c2s1
40: CCCn1c(=O)c2sccc2n2c(CCCC(=O)N3CCN(c4ccccc4OC)CC3)nnc12
42: CCc1ccc(S(=O)(=O)Nc2cccc(-c3ccc(OC)nn3)c2)s1
43: Cc1ccccc1NC(=O)c1c(NC(=O)c2ccccc2)sc2c1CCC2
assay / entry | 3 | 9 | 15 | 34 | 40 | 42 | 43
TSG101-PTAP inh | 1% | 7% | -2% | -5% | 3% | -4% | 4%
FH mod | 6% | -1% | -3% | -9% | -11% | -3% | -11%
p53null 32C tox | 5% | 15% | 0% | -1% | -8% | 2% | -2%
GALK inh | 0% | 3% | -14% | 8% | 5% | 1% | 1%
NTMT1 inhibitor | 2% | 4% | 1% | ? | -10% | 9% | 7%
B2AR arrestin ag | -2% | 0% | 1% | 1% | 3% | 0% | 0%
p53null 39C tox | -15% | 33%[activator] | -8% | 3% | -4% | -1% | 1%
